# Compound activity from PubChem.
# MMP-13 inhibitor: human MMP13 inhibitors, primary screen, biochemical, FRET peptide cleavage; Collagenase 3 (Homo sapiens), P45452; MMP-13 fTHP FRET cleavage, Mca fluorescence; inhibition, % at 4 µM; 0.07% of 65,000 active;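 active = inhibition above the mean of compound-free control plate wells plus 3 SD, cut at about 14% in these data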;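 also: 0% = DMSO wells and 100% = wells with reference MMP-13 inhibitor after basal subtraction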
# RORa activator: activators of orphan receptor RORA, primary screen, cell-based, luminescence. Nuclear receptor ROR-alpha (Homo sapiens), P35398. activation, % at 10 µM. CHO-K1 Gal4-RORA LBD luciferase reporter; percent increase over mock-subtracted basal signal. 1.5% of 65,000 active;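 active = activation above the mean of all tested compounds plus 3 SD, cut at about 49% in these data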;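 also: 0% = DMSO-treated RORA cells and 100% = added signal equal to DMSO minus mock-transfected cells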
# HTR1A agonist: human 5-HT1a receptor agonists, primary screen, cell-based, CHO, Ga15 NFAT-bla reporter; 5-hydroxytryptamine receptor 1A (Homo sapiens), P08908; CHO 5-HT1a Ga15 NFAT-bla reporter, FRET ratio; 0% basal, 100% maximal reference agonist; activation, % at 10 µM; 0.56% of 65,000 active; AID 567, 2006;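 active = activation above the screen-wide mean activation plus 3 SD, cut at about 19% in these data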;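 also: 0% = DMSO wells and 100% = 5-CT at EC100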
# NADH coupling: inhibitors of PK/LDH coupling enzymes, profiling panel, artefact control, biochemical, MLSMR library; AID 774, 2007; coupled PK/LDH NADH assays, four targets; IC50, µM (doses to about 10 µM), without a hit: at the top dose inhibition; 0.02% of 65,000 active;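 active = single-dose screening hits from any of four coupled enzyme assays that gave an IC50 when retested across doses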;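 also: the DPM-DC format reads NADH fluorescence rather than 340 nm absorbance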
# HTR1E agonist: 5-HT1E receptor agonists, primary screen, cell-based, HTS; 0.69% of 65,000 active; CHO 5-HT1E Ga15 NFAT-bla reporter, FRET; 0% DMSO wells, 100% control agonist wells; activation, % at 6 µM; 5-hydroxytryptamine receptor 1E (Homo sapiens), P28566;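 active = activation above a set limit, the screen-wide mean activation plus 3 SD, cut at about 8.5% in these data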;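 also: 100% = positive control agonist at 1 µM giving full maximal response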
# Target sequence (P28566 whole entry, looked up): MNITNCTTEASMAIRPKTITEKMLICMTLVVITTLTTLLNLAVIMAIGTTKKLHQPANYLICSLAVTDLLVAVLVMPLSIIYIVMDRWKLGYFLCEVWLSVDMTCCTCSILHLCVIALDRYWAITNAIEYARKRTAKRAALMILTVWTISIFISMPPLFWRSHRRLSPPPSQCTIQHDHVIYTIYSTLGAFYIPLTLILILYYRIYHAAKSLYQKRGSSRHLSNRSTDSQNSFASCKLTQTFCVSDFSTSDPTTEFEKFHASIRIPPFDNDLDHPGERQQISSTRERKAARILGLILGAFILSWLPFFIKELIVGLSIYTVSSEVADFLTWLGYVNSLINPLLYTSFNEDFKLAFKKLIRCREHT
# 5HT1a antag: human 5-HT1a receptor antagonists, primary screen, cell-based, CHO, Ga15 NFAT-bla reporter; 5-hydroxytryptamine receptor 1A (Homo sapiens), P08908; CHO 5-HT1a Ga15 NFAT-bla reporter, antagonist mode; inhibition, % at 10 µM; 0.68% of 62,000 active;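 active = inhibition above the mean of all tested compounds plus 3 SD, cut at about 43% in these data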;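 also: receptor stimulated by 5-CT agonist at 100 nM near EC80; beta-lactamase reporter measured by ratiometric fluorescence of a cleavable substrate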
# HTR1E antagonist: 5-HT1E receptor antagonists, primary screen, cell-based, HTS; 0.99% of 65,000 active; inhibition, % at 6 µM; CHO 5-HT1E Ga15 NFAT-bla reporter, FRET, antagonist;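 active = inhibition above a set limit, the mean inhibition across every tested compound plus 3 SD, cut at about 29% in these data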;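 also: signal is the 460 over 535 nm emission ratio of beta-lactamase substrate; 0% = agonist plus DMSO wells and 100% = wells without agonist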
# SF-1 act: activators of human SF-1, primary screen, cell-based, CHO-K1, Gal4-SF-1 LBD, luciferase luminescence | Steroidogenic factor 1 (Homo sapiens), Q13285 | CHO-K1 Gal4-SF-1 LBD luciferase reporter; % increase over DMSO SF-1-specific signal | activation, % at 10 µM | 1.9% of 65,000 active | AID 522, 2006;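 active = activation above the mean activation of all tested compounds plus 3 SD, cut at about 50% in these data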
# Target sequence (Q13285 whole entry, looked up, the tested form may be a part): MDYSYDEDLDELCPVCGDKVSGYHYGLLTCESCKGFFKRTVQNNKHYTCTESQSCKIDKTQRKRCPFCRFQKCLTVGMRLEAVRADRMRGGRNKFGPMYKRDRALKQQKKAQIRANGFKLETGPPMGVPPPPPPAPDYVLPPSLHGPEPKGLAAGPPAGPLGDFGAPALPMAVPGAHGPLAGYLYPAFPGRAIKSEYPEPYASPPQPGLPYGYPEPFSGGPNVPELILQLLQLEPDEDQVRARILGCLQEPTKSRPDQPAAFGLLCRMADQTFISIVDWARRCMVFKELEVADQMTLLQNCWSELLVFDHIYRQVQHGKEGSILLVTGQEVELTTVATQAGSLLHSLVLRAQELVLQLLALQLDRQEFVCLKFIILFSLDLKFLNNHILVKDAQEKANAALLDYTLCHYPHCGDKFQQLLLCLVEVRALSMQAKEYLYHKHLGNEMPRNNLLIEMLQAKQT
#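 Material: Transient Gal4-SF-1 LBD reporter, CHO-K1 | Input: 4,000 cells/well | Dosing: One dose, 10 µM compound, 1% DMSO | Incubation: 20 h compound treatment, 37 °C | Detection: SteadyLite luciferase luminescence | Evaluation: Percent activation relative to DMSO median and mock-transfected background | Benchmarks: DMSO-treated SF-1-transfected cells as negative, DMSO-treated mock-transfected cells lacking SF-1 as background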
# tolC growth inh: growth inhibitors of E. coli tolC mutant, primary screen, strain BW25113 ΔtolC::kan, 384-well. OD615. growth inhibition, % at 10 µM (by protocol). 2.2% of 65,000 active;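 active = growth inhibition at or above a cutoff equal to the mean over every tested compound plus 3 SD, cut at about 60% in these data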;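 also: growth measured after 20 h incubation at 37 °C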
#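 Signal: optical density read at 615 nm; Assay system: E. coli ΔtolC::kan strain BW25113; Times: 20 h incubation with compound, 37 °C; Dosing: 10 µM final, single dose.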
# Numbers without * were called inactive; . = not tested or not shown; [ ] = another dose, or the depositor's remark.
SMILES,MMP-13 inhibitor,RORa activator,HTR1A agonist,NADH coupling,HTR1E agonist,5HT1a antag,HTR1E antagonist,SF-1 act,tolC growth inh
CCN(CCNC(=O)C1CCN(Cc2nc(-c3ccc(Cl)cc3)oc2C)CC1)c1ccccc1,2,20,1.7,5%,2.1,-1,-12,-1,7
CCOc1ccc(Cl)cc1S(=O)(=O)n1cnc2ccccc21,5,-18,-1.7,4%,0.5,-4,4,26,0
COc1ccc(-c2cc(CCCC(=O)NCCc3cc(OC)ccc3OC)no2)cc1,2,-29,-0.2,5%,2.0,23,7,-26,8
Cn1c(CCCNC(=O)c2ccccc2)nc2ccccc21,-2,16,0.5,10%,-0.5,-16,7,-9,-12
CCCC1=C(C(=O)OCC)C(c2ccc(NC(C)=O)cc2)NC(=O)N1 (centres undefined),-4,-7,-0.9,3%,0.2,-14,4,1,5
COc1ccc(-c2nnc(SCC(=O)N3CCC(Cc4ccccc4)CC3)o2)cc1OC,-4,3,1.4,2%,-0.3,0,4,-15,9
Cc1ccc(C)n1CCN1CCN(C(=O)c2ccco2)CC1,0,-5,-0.9,4%,-0.6,-14,4,3,-17
COC(=O)/C=c1\sc2ncnn2c1=O,2,-13,0.8,1%,0.4,10,-9,7,-23
CC(=O)N1CCc2cc(S(=O)(=O)NCCC3=CCCCC3)ccc21,-4,-57,-0.1,5%,0.0,12,6,-48,10
CCN(CC(=O)NC(=O)NCc1ccco1)Cc1nc2ccccc2c(=O)[nH]1,2,-20,-0.9,3%,-0.3,-2,7,-10,3
Cc1nnc(NC(=O)c2oc3cc(C)c(C)cc3c2C)s1,3,2,-1.8,7%,0.3,-8,-8,-15,-5
COCCNC(=O)Cn1cc2c(n1)CCCCC2,0,6,-1.6,2%,-0.1,-2,-13,1,-19

# The final 3 entries of the part above are carried over, then new ones follow:
SMILES,MMP-13 inhibitor,RORa activator,HTR1A agonist,NADH coupling,HTR1E agonist,5HT1a antag,HTR1E antagonist,SF-1 act,tolC growth inh
CCN(CC(=O)NC(=O)NCc1ccco1)Cc1nc2ccccc2c(=O)[nH]1,2,-20,-0.9,3%,-0.3,-2,7,-10,3
Cc1nnc(NC(=O)c2oc3cc(C)c(C)cc3c2C)s1,3,2,-1.8,7%,0.3,-8,-8,-15,-5
COCCNC(=O)Cn1cc2c(n1)CCCCC2,0,6,-1.6,2%,-0.1,-2,-13,1,-19
CCC(=O)Nc1ccc(Oc2ccc3c(c2)C(=O)NC3=O)cc1,-3,1,-0.7,2%,1.2,-5,7,7,3
CCOC(=O)c1[nH]c2ccc(F)cc2c1NC(=O)C1=COCCO1,-11,-20,-2.8,7%,0.1,-8,-3,-24,0
COc1cccc(C(c2sc3nc(C)nn3c2O)N2CCN(C(=O)c3ccco3)CC2)c1 (centres undefined),3,-16,-0.9,3%,0.6,7,-3,-13,-3
O=C(NCc1ccco1)c1cc2n(n1)C(C(F)(F)F)CC(c1ccc(Cl)c(Cl)c1)N2 (centres undefined),-2,-22,-3.2,2%,-0.3,-1,0,-7,15
O=C(NC1CC2CCCC(C1)N2C(=O)NC1CCCCC1)c1ccccc1 (centres undefined),-8,-6,0.8,5%,-0.9,3,5,-9,-6
CCOc1ccc(OCC)c(NC(=O)CN(C)S(=O)(=O)c2cnc[nH]2)c1,1,-2,-1.8,3%,-0.6,2,5,-7,-4
NC(=O)CSc1cn(CCNC(=O)c2cccs2)c2ccccc12,8,4,-4.1,2%,-0.3,-8,-15,9,1
Cc1ccc2[nH]c(=O)c3cc(C(=O)NCCN4CCN(C)CC4)sc3c2c1,-112[fluorescence artefact?],15,0.2,5%[fluoresces],-1.3,18,6,-14,-8
C=C(C)CSC1=C(C#N)C(c2ccsc2)CC(=O)N1 (centres undefined),-2,-13,1.3,5%,0.4,.,-15,-16,7
CCOC(=O)C1CCN(C(=O)c2cnn3c(C)cc(C)nc23)CC1,-42,2,-0.4,15%,0.5,-1,9,-2,-7
COc1cc(C(=O)Nc2ccc(O)cc2C(=O)O)ccc1OC(C)=O,-1,-14,3.9,3%,0.3,.,-25,-23,6
CC(=O)Nc1ccc(S(=O)(=O)N2CCN(Cc3ccncc3)CC2)cc1,9,-18,-0.5,1%,-1.3,12,0,-3,-6
COc1cc(N2C(=O)NC3CC2(C)Oc2ccc(Br)cc23)cc(OC)c1OC (centres undefined),5,-2,-2.5,0%,0.0,11,1,-3,-6
N#Cc1ccccc1Sc1ccccc1C(=O)N1CCOCC1,-4,-7,-3.1,0%,-0.5,-9,-5,9,2
COc1ccc(Cc2nnc(NC(=O)c3c(-c4ccccc4)noc3C)s2)cc1OC,4,12,-0.5,6%,-0.4,-1,11,0,22
O=C(NCc1ccc2c(c1)OCO2)c1ccc2c(=O)n(C3CCCC3)c(=O)[nH]c2c1,0,-8,-1.1,2%,-0.5,16,9,-3,13
COC(=O)c1[nH]c2ccc(C)cc2c1NC(=O)CN1CCCc2ccccc21,-10,-6,-3.4,4%,-0.3,7,-2,1,17
O=C(Nc1cccc(F)c1)c1c(F)c(F)c(F)c(F)c1F,1,-34,-2.1,5%,-0.7,11,-8,-8,21
COc1ccc2[nH]c(=O)c(CN(Cc3nnnn3Cc3ccco3)C3CCCCC3)cc2c1,-6,-1,1.9,8%,-0.1,3,2,9,36
COc1ccc(-c2c3c(=O)n(C)c(=O)n(C)c3cn2C2CCCCC2)cc1,-14,2,-1.2,8%,0.3,8,6,-10,43
CCOC(=O)c1ccc2c(c1)n(CCO)c(C)[n+]2CC,2,-4,-1.1,8%,0.5,4,-5,-1,-11
Cc1ccc(S(=O)(=O)N2CCC(N3CCCCCC3)CC2)cc1,4,13,-1.4,15%,-0.4,.,-5,11,7
O=C(c1ccccc1)n1nc(-c2ccccc2)nc1NCc1ccco1,-8,0,-0.4,2%,-0.1,12,-2,16,7
CCOc1ccc(-n2c(=O)c3sccc3n(CC(=O)NCc3ccco3)c2=O)cc1,2,25,-1.0,7%,0.2,4,3,-5,-11

# Entries from the list above with a cyano group, in the order listed:
SMILES,MMP-13 inhibitor,RORa activator,HTR1A agonist,NADH coupling,HTR1E agonist,5HT1a antag,HTR1E antagonist,SF-1 act,tolC growth inh
C=C(C)CSC1=C(C#N)C(c2ccsc2)CC(=O)N1 (centres undefined),-2,-13,1.3,5%,0.4,.,-15,-16,7
N#Cc1ccccc1Sc1ccccc1C(=O)N1CCOCC1,-4,-7,-3.1,0%,-0.5,-9,-5,9,2

# The listing continues:
SMILES,MMP-13 inhibitor,RORa activator,HTR1A agonist,NADH coupling,HTR1E agonist,5HT1a antag,HTR1E antagonist,SF-1 act,tolC growth inh
CC(=O)c1c(C(C)=O)c(C)n(-c2nc(-c3cccs3)c(C)s2)c1C,2,0,-0.1,3%,0.1,16,19,0,0
O=C(NCCC1=CCCCC1)c1ccc(=O)oc1,-1,7,-0.2,8%,0.5,.,-22,-8,-6
O=C(OCCN1C(=O)c2ccccc2C1=O)c1cc(S(=O)(=O)N2CCOCC2)ccc1Cl,0,-4,2.8,3%,1.1,0,6,-20,2
CCN(CC)CCOC(=O)C1(c2ccc(OC)c(OC)c2)CCCC1,0,37,1.6,3%,-0.1,.,7,-2,7
COC(=O)Nc1cc(C(F)(F)F)ccc1N1CCN(c2ccccc2)CC1,3,-6,-0.2,1%,0.4,0,-4,4,-9
CC(=O)Nc1cc2ccc(OC(C)=O)cc2oc1=O,-230[fluorescence artefact?],3,12,10%[fluoresces],2.7,-7,3,-1,-16
COc1cc2nc(C3CCC3)n(NC(=O)C3CCC(OC)CC3)c(=O)c2cc1OC (centres undefined),7,22,2.4,5%,0.7,-10,1,7,-5
CCN1CCN(CCCNC(=O)C2c3ccccc3C(=O)N(C)C2c2ccc(OC)cc2)CC1 (centres undefined),4,1,-2.2,2%,0.4,0,6,0,9
O=C(NCc1cccs1)c1cc(-c2cccs2)on1,4,83*,-0.9,6%,0.0,14,7,53*,-11
Cc1nn(S(=O)(=O)N(C)C)c(C)c1CN1C(=O)c2ccccc2C1=O,-1,7,-5.0,5%,0.2,4,7,0,2
CN1CCN(C(=S)c2ccc(N(C)C)cc2)CC1,2,-10,-0.9,5%,-0.2,-2,-1,-17,-7
COc1ccc(C2N(C(=O)c3ccccc3)CCN2C(=O)c2ccccc2)cc1,-5,16,-0.7,4%,0.1,1,1,-6,7
COCc1cc(C)nc(SCC(=O)Nc2cc3c(cc2C#N)OCO3)c1C#N,3,6,-2.1,1%,-0.8,13,6,-4,-11
CCn1ncc(Cl)c1C(=O)Nc1ccncc1,-1,-9,-0.3,0%,-0.6,-12,-4,9,-9
CC(C)(C)c1cc(NC(=O)C2CCCO2)no1 (centres undefined),0,8,-1.9,3%,-0.1,-9,0,70*,-15
CCCC(NC(=O)CNC(=O)C(C)(C)C)C(=O)O (centres undefined),0,30,-1.1,2%,0.2,4,-8,5,-34
O=C(Nc1ccc(Br)cc1F)c1ccncc1,-1,24,-1.0,7%,-0.2,-10,0,9,-13
CCOC(=O)C1=C(C)OC(N)=C(C#N)C1c1ccoc1 (centres undefined),4,-7,-0.2,3%,-1.2,2,17,12,-15
CC(c1ccccc1)n1cc(C(=O)NCCCn2ccnc2)nn1 (centres undefined),4,7,-0.6,2%,-0.9,-2,-1,2,-8
O=C(O)c1cccc(S(=O)(=O)Nc2ccc3c(c2)OCO3)c1,1,-24,-2.3,6%,0.1,6,6,21,-8
Cc1cc(C)n(-c2nc3ccccc3c(=O)n2OCc2ccc(F)cc2)n1,3,40,0.6,2%,-1.2,17,0,10,7
CCN1CCN(c2nc3ccccc3nc2C(C#N)C(=O)OCc2ccccc2)CC1 (centres undefined),3,20,2.1,6%,1.2,-12,4,2,3
Cc1nc(NCc2ccco2)c2oc3ccccc3c2n1,9,-4,2.0,3%,0.4,-8,8,-19,.
Cc1ccc(S(=O)(=O)NCc2ccc(C(=O)NCCCN3CCN(C)CC3)cc2)cc1,-2,-13,-0.1,5%,-0.5,-9,-5,-6,-26
Cc1cc(NS(=O)(=O)Cc2ccccc2)cc(C)c1OCC(=O)N1CCOCC1,1,-9,0.3,3%,-0.1,-27,1,2,-6
COC(=O)CNC(=O)Cc1c(F)cccc1Cl,-5,-18,-2.9,7%,0.0,-1,-8,16,-17
Cc1ccc(C2CC(=O)NC(SCCC(C)C)=C2C#N)cc1 (centres undefined),2,16,-0.5,5%,-1.5,17,17,-35,15
COc1ccc(C2C3=C(CCCC3=O)Nc3nc(-c4cc(OC)c(OC)c(OC)c4)nn32)cc1OC (centres undefined),5,12,-1.4,9%,-0.7,-4,-6,2,4
CCOC(=O)N1CCN(S(=O)(=O)c2c(C)nn(C)c2C)CC1,3,-40,-2.5,5%,0.3,-5,-6,18,-9

# No enrichment for hits, and some 7.2% of all compounds hit somewhere here.
